# Assay outcomes (PubChem)
# L929 necroptosis: L929 zVAD cell death inhibition. L929 zVAD necroptosis rescue, ATP luminescence, 24 h; with zVAD 60 µM. viability rescue, % at 10 µM. 0.38% of 220,000 active. AID 1377;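 active means activation, scaled between plate controls, above about 75%, limit read from the data; inactive means activation under that limit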;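 further: 0% = zVAD with DMSO and 100% = DMSO alone without zVAD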
# Rad51 HR inh: Rad51 (human) homologous recombination inhibition; Q06609; hRad51 DNA strand exchange, fluorescence dequenching; inhibition, % at 10 µM; 0.085% of 200,000 active; AID 1385;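 active means inhibition above 40% at the single screening dose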;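 further: 0% = DMSO control wells and 100% = blanks with heterologous ssDNA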
#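 material = hRad51 filaments on single-stranded DNA | reagent = Donor/quencher-labelled 47-bp dsDNA substrate | compound = 10 µM final, single point | schedule = strand-exchange reaction 15 min at room temperature | measured by = fluorescein emission 520 nm, excitation 485 nm | read-out basis = % inhibition versus plate control and blank means | benchmarks = plate controls and plate blanks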
# TNF death inh: blocks TNF-alpha induced death of Jurkat FADD-/- cells; Jurkat FADD-/- TNF necroptosis rescue, ATP luminescence, 24 h; 0 = TNF only, 100 = no-TNF cells; activation (protection from cell death), % at 10 µM; AID 463075; 0.068% of 220,000 active;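 active means activation, meaning protection from cell death, of at least 50% relative to plate controls; inactive means activation below 50%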;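 further: necroptosis triggered by 40 ng/mL TNF-alpha added together with compound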
# Calpain2 inh: calpain II (pig) inhibition; purified calpain II, fluorogenic peptide substrate, 30 min; AID 1236; inhibition, % at 16 µM; 0.37% of 220,000 active;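 active means inhibition above about 50%, limit read from the data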
# EBV gp42 inh: EBV gp42 inhibition; Q1HVG2; Fluorescence polarization binding assay, mP read-out; inhibition, % (tested at 21.74 µM); 0.42% of 220,000 active; AID 1085; in the data active means inhibition above about 50%
# eIF4E-4G inh: blocks eIF4E binding to eIF4G; P63073+Q04637; TR-FRET eIF4E-eIF4GI(517-606) binding, 2 h; inhibition, % at 21.7 µM; 0.37% of 220,000 active; AID 782;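 active means inhibition above about 30%, limit read from the data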;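 further: 0% = full FRET control wells and 100% = background wells lacking eIF4GI fragment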
# Cl transport mod: modulates chloride dependent transport by human KCC2 | Q9H2X9 | KCC2 cells, thallium flux FluoZin-2 fluorescence | B-score of Tl+ flux slope (higher = more flux/activation; lower = inhibition) at 10 µM | 2.2% of 190,000 active | AID 1456;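 active means thallium flux slope and its plate-corrected score both differing from the plate sample mean at a set confidence after two filtering rounds, in either direction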;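 further: slope of fluorescence scaled to starting intensity during 10 to 20 s after thallium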
# Target sequence (Q9H2X9 whole entry, looked up): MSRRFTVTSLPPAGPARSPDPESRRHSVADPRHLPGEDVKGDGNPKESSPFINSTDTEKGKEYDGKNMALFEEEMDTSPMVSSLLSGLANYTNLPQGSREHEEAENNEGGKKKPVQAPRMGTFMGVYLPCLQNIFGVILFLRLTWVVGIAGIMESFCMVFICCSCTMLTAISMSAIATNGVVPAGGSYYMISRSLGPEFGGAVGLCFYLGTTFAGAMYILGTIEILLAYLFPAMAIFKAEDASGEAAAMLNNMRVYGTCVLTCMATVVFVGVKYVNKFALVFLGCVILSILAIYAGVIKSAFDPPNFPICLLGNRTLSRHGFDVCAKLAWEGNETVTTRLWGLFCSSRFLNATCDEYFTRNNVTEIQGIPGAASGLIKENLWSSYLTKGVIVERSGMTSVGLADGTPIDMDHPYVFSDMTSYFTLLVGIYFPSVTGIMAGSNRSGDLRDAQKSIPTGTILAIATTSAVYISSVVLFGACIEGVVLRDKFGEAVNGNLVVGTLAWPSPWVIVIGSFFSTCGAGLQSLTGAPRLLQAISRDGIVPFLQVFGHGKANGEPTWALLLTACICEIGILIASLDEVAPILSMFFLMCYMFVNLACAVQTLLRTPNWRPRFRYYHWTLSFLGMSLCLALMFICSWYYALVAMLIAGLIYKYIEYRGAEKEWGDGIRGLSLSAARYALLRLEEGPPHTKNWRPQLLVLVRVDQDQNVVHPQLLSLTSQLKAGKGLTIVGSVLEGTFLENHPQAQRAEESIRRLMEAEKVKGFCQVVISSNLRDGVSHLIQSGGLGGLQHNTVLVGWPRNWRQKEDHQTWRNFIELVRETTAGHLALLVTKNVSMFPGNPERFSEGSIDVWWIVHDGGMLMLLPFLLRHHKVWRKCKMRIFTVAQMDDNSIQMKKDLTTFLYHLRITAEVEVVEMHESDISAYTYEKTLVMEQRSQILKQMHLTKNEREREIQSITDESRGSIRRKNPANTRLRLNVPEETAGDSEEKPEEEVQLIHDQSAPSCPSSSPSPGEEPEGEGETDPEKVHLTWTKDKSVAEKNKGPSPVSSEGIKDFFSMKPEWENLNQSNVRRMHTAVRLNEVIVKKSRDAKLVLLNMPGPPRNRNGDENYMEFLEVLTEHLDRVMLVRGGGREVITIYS
# PERK inh: human PERK inhibition, primary cell-based screen. Q9NZJ5. CHO PERK-DD fusion, SEAP luminescence translation reporter. inhibition, % at 5.6 µM. 0.17% of 220,000 active. AID 1416;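 active means inhibition above the mean inhibition of all tested compounds plus 3 SD, set separately per screening campaign, cut at about 2.9% in these data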;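 further: PERK kinase domain activated by AP20187 dimerizer at 100 nM; 0% = DMSO with dimerizer and 100% = rapamycin at 8.4 µM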
# Mdm2 ligase inh: inhibitors of human Mdm2 E3 ubiquitin ligase. Q00987. 0.11% of 210,000 active. signal enhancement, % at 5 µM. cell-based MDM2 ubiquitination luciferase reporter, 2 h; 0 = plate control, 100 = twice control, blank-subtracted. AID 1230;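 active means signal enhancement of 30% or more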;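 further: luminescence tracks abundance of the self-degrading MDM2-luciferase fusion protein; higher signal means inhibition of MDM2 E3 ligase activity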
#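 Assay system: mammalian cells stably expressing self-ubiquitinating, self-degrading MDM2 E3–luciferase fusion. Quantity: 2000 cells in each well. Medium: DMEM culture medium. Compound dosing: single-point 5 µM. Timing: cell settling 4 h, compound treatment 2 h, both 37 °C. Technique: luciferase luminescence. Read-out basis: percent signal gain over controls, blank-subtracted. Benchmarks: plate controls and plate blanks.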
# Numbers without * were called inactive; i = inactive; · = no result given; [ ] = remark or other dose. Rows are unselected, and some 3.6% of all compounds hit somewhere here.
no.	SMILES	L929 necroptosis	Rad51 HR inh	TNF death inh	Calpain2 inh	EBV gp42 inh
1	CC(=O)C(C)Oc1ccc2c3c(c(=O)oc2c1)CCCC3 (centres undefined)	0.0	2.2	-5.1	-131.3	-8.8
2	CCOC(=O)c1ccc(S(=O)(=O)N2CCN(C)CC2)cc1	-0.2	0.9	-1.0	21.4	-7.3
3	CC12CCC(C(=O)N(c3cccc(Cl)c3)C1=O)C2(C)C (centres undefined)	-0.1	33.0	0.8	23.3	-15.8
4	Cc1nnc(NC(=O)CSc2ncn(-c3ccccc3)n2)s1	0.8	7.2	0.6	3.5	-3.1
5	O=C(Nc1ccccc1)c1ccc2snnc2c1	1.0	-3.8	0.3	-8.5	-10.2
6	Cc1cccc(NC(=O)c2c(C)cc(=O)oc2C)n1	0.8	-3.2	-0.3	-23.7	-13.8
7	COc1ccc(-n2c(C)cc(C(=O)Cn3nnc4ccccc4c3=O)c2C)cc1	0.3	-13.5	-10.3	-6.0	-20.0
8	Cc1ccc(NC(=O)C2=C(O)c3sccc3N(C)S2(=O)=O)cc1	0.5	-2.8	-2.3	25.9	-5.6

no.	eIF4E-4G inh	Cl transport mod	PERK inh	Mdm2 ligase inh
1	2.2[fluorescence artefact?]	-0.316	-1.0	-2.3
2	-2.5[fluorescence artefact?]	-0.0336	0.2	-30.3
3	6.8[fluorescence artefact?]	0.0325	1.9	4.3
4	-1.6	0.931	1.1	-0.7
5	-4.1	0.365	0.4	2.1
6	-7.3	·	1.7	-14.1
7	-6.1	0.257	-0.3	-28.7
8	12.0	-2.44	0.3	-14.0

# Going on with the list:
no.	SMILES	L929 necroptosis	Rad51 HR inh	TNF death inh	Calpain2 inh	EBV gp42 inh
9	O=C(NCC(=O)N(CC1CCCO1)C(C(=O)NC1CCCCC1)c1ccccc1)c1ccco1 (centres undefined)	0.0	-1.4	-0.3	-18.3	-15.2
10	CC1CCN(c2nc(N3CCCCC3)nc(N3CCCCC3)n2)CC1	0.4	·	-0.4	20.1	-14.7
11	C=CCn1cc(C(=O)N2CCc3ccccc3C2)c(=O)c2cc(S(=O)(=O)N(CC)CC)ccc21	·	·	1.4	-2.0	6.8
12	O=C(CSc1nc2c(c(=O)n1-c1ccccc1)SCC2)NCC1CCCO1 (centres undefined)	-0.2	15.3	-0.1	7.8	-7.5
13	CCOC(=O)C1CCN(CC(=O)Nc2ccc(OC)c(Cl)c2)CC1	7.1	-8.1	0.0	-8.8	-4.7
14	c1ccc(-c2nc3ccccc3[nH]2)nc1	·	·	-3.1	-18.2	0.1
15	CCCn1c(SCC(=O)NCCc2ccc(OC)c(OC)c2)nc2c1c(=O)n(C)c(=O)n2C	-0.5	0.7	-2.3	-10.1	-4.8
16	COC(=O)c1sc(C(=O)OC)c(C(=O)OC)c1C(=O)OC	0.1	11.0	0.7	12.4	-3.2

no.	eIF4E-4G inh	Cl transport mod	PERK inh	Mdm2 ligase inh
9	2.9	1.26	-0.1	10.3
10	1.6	·	0.1	6.4
11	-2.4	-1.38	-1.4	-0.6
12	1.8	-0.776	-0.9	2.8
13	2.6	0.141	0.9	-7.9
14	-0.3	-0.234	1.0	-25.5
15	0.6[fluorescence artefact?]	·	-0.8	-8.7
16	-5.1	0.787	0.8	-21.1

# Following part.
no.	SMILES	L929 necroptosis	Rad51 HR inh	TNF death inh	Calpain2 inh	EBV gp42 inh
17	O=C(Nc1ccc(-n2ccnc2P(=O)(O)c2ccccc2)cc1)c1ccccc1Cl	-0.5	3.2	-0.7	-14.9	14.4
18	Cc1ccccc1NC(=O)/C(=C/c1ccccc1)c1ccccc1	0.2	-6.0	-5.3	10.7	-24.7
19	COc1cc2c3c(c1)C1(C(=O)N3C(C)(C)C=C2C)C(C#N)=C(N)Oc2cc(C)oc(=O)c21 (centres undefined)	-0.3	1.2	-5.7	9.7	-4.7
20	COc1cccc(CC2(CO)CCN(Cc3cnc(-c4cccc(C)c4)nc3)CC2)c1	1.8	-0.9	0.0	-26.4	-3.8
21	COc1ccc(NC(=S)N2CCC(N(C)CCN3CCOCC3)CC2)cc1	0.3	-2.4	1.8	-11.0	-5.2
22	O=C1CC(N2CCN(c3ccc(C(=O)c4ccc(F)cc4)cc3)CC2)C(=O)N1 (centres undefined)	0.0	3.2	0.4	28.0	-10.6
23	CSc1ccccc1NC(=O)CN(C)CC(=O)Nc1c(F)cccc1F	0.0	0.8	-0.1	-8.7	-17.9
24	CN(C)S(=O)(=O)c1ccc(Oc2ccccc2)cc1	-0.5	-3.3	-1.6	-9.7	-9.9

no.	eIF4E-4G inh	Cl transport mod	PERK inh	Mdm2 ligase inh
17	-1.6	-0.596	0.7	-10.2
18	7.7	·	0.5	-8.5
19	-0.7	-0.129	-0.8	8.1
20	0.1	0.259	-0.1	-1.2
21	2.8	1.6	1.4	-10.1
22	-3.9[fluorescence artefact?]	·	-0.5	-17.9
23	2.1	-0.00186	1.0	26.4
24	-4.5	-0.451	1.6	0.0

# (listing goes on)
no.	SMILES	L929 necroptosis	Rad51 HR inh	TNF death inh	Calpain2 inh	EBV gp42 inh
25	Cc1ccccc1S(=O)(=O)Cc1ccc(C(=O)NCc2ccc(F)cc2)o1	0.6	·	2.4	-6.2	6.5
26	COc1ccc(NS(=O)(=O)c2cccs2)cn1	1.3	-3.6	4.3	-3.8	-5.2
27	O=C(C[n+]1ccccc1)N/N=C/c1ccco1	-0.2	5.7	-0.2	2.2	-2.7
28	COc1nc(N/N=C/c2ccccc2F)nc(N2CCCCC2)n1	0.0	-8.7	-2.9	20.4	-18.5
29	O=C(COc1ccc2ccccc2c1)Nc1cccc(C(=O)Nc2ccccc2C(=O)O)c1	3.4	·	1.0	-64.6	-10.4
30	O=C(Nc1cc(C(F)(F)F)ccc1N1CCOCC1)c1cccnc1	-0.6	5.8	-1.5	-8.0	-15.8
31	Cn1cccc1CC(=O)N/N=C\c1c2ccccc2cc2ccccc12	0.1	-3.8	-2.8	-49.6	-4.0
32	CC(=O)Nc1ccccc1NS(=O)(=O)c1cccc([N+](=O)[O-])c1	9.9	11.2	-0.1	-8.8	-21.4

no.	eIF4E-4G inh	Cl transport mod	PERK inh	Mdm2 ligase inh
25	1.4	0.0366	-0.1	-15.7
26	-1.9	0.166	0.2	-7.1
27	-1.8	·	-0.2	-5.4
28	0.9	·	-0.2	-4.5
29	3.5	-4.73*	0.7	-12.2
30	-1.1	0.0221	-0.8	-15.5
31	10.8[fluorescence artefact?]	·	0.2	0.1
32	-0.1	-1.01	0.7	-13.1

# Some entries already given with just Mdm2 ligase inh.
no. | SMILES | Mdm2 ligase inh
19 | COc1cc2c3c(c1)C1(C(=O)N3C(C)(C)C=C2C)C(C#N)=C(N)Oc2cc(C)oc(=O)c21 (centres undefined) | 8.1
1 | CC(=O)C(C)Oc1ccc2c3c(c(=O)oc2c1)CCCC3 (centres undefined) | -2.3
18 | Cc1ccccc1NC(=O)/C(=C/c1ccccc1)c1ccccc1 | -8.5
21 | COc1ccc(NC(=S)N2CCC(N(C)CCN3CCOCC3)CC2)cc1 | -10.1

# Other results follow.
no.	SMILES	L929 necroptosis	Rad51 HR inh	TNF death inh	Calpain2 inh	EBV gp42 inh
33	Cc1ccc(-c2c[n+](CC(=O)Nc3ccccc3C)c3n2CCC3)cc1	-0.5	1.6	-1.5	-4.0	-13.9
34	COc1ccc2[nH]c(=O)c(COC(=O)c3ccco3)cc2c1	0.1	·	-3.9	-45.5	-19.1
35	Cc1cccn2c(NCc3ccc4c(c3)OCO4)c(-c3ccc(O)cc3)nc12	4.7	8.9	1.5	i	-3.0
36	COC(=O)c1cc(Br)c(N)cc1OC	0.5	19.2	-0.8	13.8	-0.6
37	Cc1nc(NCC2CCCO2)c2nnn(Cc3ccccc3Cl)c2n1 (centres undefined)	0.8	·	0.5	-3.5	-18.1
38	COC(=O)c1cc(OC)c(OC)cc1-n1cnc2cc(OC)c(OC)cc2c1=O	2.5	-2.9	1.4	-0.6	-15.1
39	CN(CCN1CCc2ccccc2C1)Cc1nc(Cc2ccccc2F)no1	-0.2	·	1.6	22.8	-14.2
40	O=C(NC(=S)Nc1nc2c(ccc3ccccc32)s1)c1cccs1	0.7	-21.0	-0.1	-11.3	-9.8

no.	eIF4E-4G inh	Cl transport mod	PERK inh	Mdm2 ligase inh
33	-2.0	1.04	1.5	-10.2
34	-2.8[fluorescence artefact?]	·	0.6	-12.8
35	-1.3	0.209	0.4	-3.5
36	0.6	-0.983	0.3	-13.3
37	0.4	0.0439	-0.5	-13.0
38	6.1	-0.446	0.9	-5.1
39	0.6	-0.11	1.2	-26.7
40	-2.5	17.5*	-0.2	4.2

# Compounds 34 to 35, reprinted for reference:
no.	SMILES	L929 necroptosis	Rad51 HR inh	TNF death inh	Calpain2 inh	EBV gp42 inh
34	COc1ccc2[nH]c(=O)c(COC(=O)c3ccco3)cc2c1	0.1	·	-3.9	-45.5	-19.1
35	Cc1cccn2c(NCc3ccc4c(c3)OCO4)c(-c3ccc(O)cc3)nc12	4.7	8.9	1.5	i	-3.0

no.	eIF4E-4G inh	Cl transport mod	PERK inh	Mdm2 ligase inh
34	-2.8[fluorescence artefact?]	·	0.6	-12.8
35	-1.3	0.209	0.4	-3.5

# The listing continues:
no.	SMILES	L929 necroptosis	Rad51 HR inh	TNF death inh	Calpain2 inh	EBV gp42 inh
41	Cc1ccc(NS(=O)(=O)c2cc(C(=O)N3CCOCC3)ccc2C)cc1	-1.1	4.0	-2.4	19.4	-16.6
42	Cn1nnnc1SCC1=C(C(=O)O)N2C(=O)[C@@H](NC(=O)[C@H](O)c3ccccc3)[C@H]2SC1	1.8	-10.3	0.1	16.3	-2.1
43	CN(CCc1ccccn1)C(=S)Nc1ccc(Cl)c(Cl)c1	-0.3	2.7	3.0	-11.2	-1.2
44	COc1cccc(-c2nc(CS(=O)(=O)CC(=O)N3CCN(C4CCCCC4)CC3)c(C)o2)c1	0.2	3.3	-1.3	9.1	-13.5
45	CCc1ccc(Nc2nnc(SCC(=O)Nc3ccc(C(=O)O)cc3)s2)cc1	0.4	2.9	-4.0	-5.7	-1.3
46	Cc1cc(C)nc(SCC(=O)Nc2cccc(S(=O)(=O)N(C)C)c2)n1	-0.7	-2.3	1.7	-17.7	-12.3
47	O=C(NCCN1CCN(C(=O)Nc2ccccc2)CC1)Nc1ccccc1	0.4	10.2	1.1	3.0	-7.1
48	CCOC(=O)COc1ccc2c(c1)C(=O)CC(C)(c1cccnc1)O2 (centres undefined)	0.1	2.2	-0.1	·	·
49	Cc1ccc(C(O)P(=O)(OC(C)C)c2ccc(N(C)C)cc2)cc1 (centres undefined)	0.0	·	-0.7	-6.8	-8.2

no.	eIF4E-4G inh	Cl transport mod	PERK inh	Mdm2 ligase inh
41	1.9	·	0.4	-4.7
42	7.7	-0.779	1.2	·
43	-2.7	-1.36	-0.1	-6.8
44	-2.1	-0.259	0.4	-3.5
45	-1.4	-0.174	1.0	-32.1
46	2.1	-1	0.2	6.4
47	0.5	·	1.7	-15.0
48	·	-0.886	0.0	-14.4
49	-5.0	0.0994	-0.3	-3.6
